SIRT5 inh: inhibitors of human sirtuin-5 desuccinylase; 330,000 compounds, 1.1% hits; Purified SirT5, succinyl-peptide AMC, trypsin-coupled fluorescence; inhibition, % at 15 µM; Q9NXA8; AID 652115; in the data active = inhibition above about 15%
Target sequence (Q9NXA8 whole entry, looked up): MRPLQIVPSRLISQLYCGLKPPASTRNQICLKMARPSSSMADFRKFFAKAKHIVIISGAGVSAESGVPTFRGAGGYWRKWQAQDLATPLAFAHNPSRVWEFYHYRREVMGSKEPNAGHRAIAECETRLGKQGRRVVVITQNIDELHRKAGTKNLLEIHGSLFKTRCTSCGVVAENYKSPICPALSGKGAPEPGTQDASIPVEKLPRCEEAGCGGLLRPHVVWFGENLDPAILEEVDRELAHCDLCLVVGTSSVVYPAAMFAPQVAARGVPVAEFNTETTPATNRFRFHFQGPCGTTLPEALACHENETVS
S100A4 MyoIIA: S100A4-myosin IIA interaction inhibition | P26447 | S100A4/TAMRA-MyoIIA peptide fluorescence polarization | inhibition, % at 10.7 µM | 360,000 compounds, 0.14% hits;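 active = mean inhibition of at least 70% across replicates, with every replicate also reaching that level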
Target sequence (P26447 whole entry, looked up): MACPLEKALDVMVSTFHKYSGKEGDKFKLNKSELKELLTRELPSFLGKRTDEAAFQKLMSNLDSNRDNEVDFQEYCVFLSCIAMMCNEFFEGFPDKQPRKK
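Material: S100A4 monomer protein | Medium: HEPES pH 7.2 with CaCl2, KCl, NaCl, DTT, Triton | Reagent: Labelled myosin peptide probe, 5 nM | Doses: One dose per compound | Times: 5 min incubation before reading | Benchmarks: Neutral control DMSO, positive control TFP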
FN deposition inh: fibronectin deposition inhibition; AH1F fibroblasts, Alexa488-fibronectin deposition fluorescence, overnight; inhibition, % at 12.6 µM; AID 743247; 350,000 compounds, 0.086% hits;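 active = mean inhibition across replicates of 30% or more, regardless of how many single replicates reach that level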;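 also: positive control wells lacked labelled fibronectin entirely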
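Test system: AH1F fibroblast monolayer depositing Alexa488-labelled fibronectin into matrix. Input: 10000 cells per well. Technique: fluorescence, ex 485 nm, em 525 nm. Buffer or medium: DMEM plus 2% serum, read in PBS. Timing: 1 h cell adhesion before compound, then overnight fibronectin incubation. Compound: single dose, pinned. Read-out basis: inhibition from reduced deposited-fibronectin fluorescence.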
esBAF inh: blocks esBAF chromatin remodeling in mouse ES cells; Bmi1-luciferase knock-in reporter, 24 h; 100% = twice the neutral-well signal; reporter increase, % at 12.5 µM; 350,000 compounds, 2% hits; in the data active = activation above about 40%;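 also: 0% = median of the plate's neutral control wells and 100% = double that signal; a rise in the Bmi1 reporter signal indicates esBAF inhibition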
CASP6 VEID inh: caspase-6 (human) enzyme inhibition | purified caspase-6, Z-VEID-R110 cleavage fluorescence | inhibition, % at 12.5 µM | 350,000 compounds, 0.53% hits;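 active = mean inhibition across replicates at least about 35%, with every replicate also reaching that limit, limit read from the data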;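 also: 0% = median of neutral control wells and 100% = no fluorescence left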
Target sequence (P55212 24-179 limits assumed): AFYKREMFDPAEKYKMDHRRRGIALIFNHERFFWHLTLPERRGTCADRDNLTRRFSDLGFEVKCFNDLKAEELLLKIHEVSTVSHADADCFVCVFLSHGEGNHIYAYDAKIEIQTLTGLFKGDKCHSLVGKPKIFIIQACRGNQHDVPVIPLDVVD
Target sequence (P55212 194-293 limits assumed): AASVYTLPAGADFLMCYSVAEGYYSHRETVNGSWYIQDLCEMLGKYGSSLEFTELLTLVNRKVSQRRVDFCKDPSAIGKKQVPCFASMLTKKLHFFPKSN
LGR2 inh: inhibitors of bursicon-induced Drosophila LGR2 receptor cAMP signaling. HEK293 LGR2, CRE-luciferase, bursicon-stimulated, 4 h. inhibition, % at 9.99 µM. 380,000 compounds, 0.35% hits;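 active = drop in luminescence signal, shown as inhibition above about 50% in the replicate tests, limit read from the data, passing the limit was not always enough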;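 also: agonist challenge used bursicon conditioned medium at about half maximal strength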
C2C12 statin: suppressors of simvastatin-induced myotoxicity in C2C12 myotubes. ATP luminescence, 48 h; scaled: DMSO 0, geranylgeraniol control 100. rescue of ATP level, % at 7.49 µM. 330,000 compounds, 0.78% hits;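 active = mean ATP rescue above about 67%, or every replicate alone reaching that limit, limit read from the data, passing the limit was not always enough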;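 also: myotubes were challenged with 10 µM simvastatin during compound exposure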
Starred values were filed as active, the others as inactive; / = not tested or not shown; & = joins results of further samples. This is a subset; count on the stated rates, not on these rows.

SMILES	SIRT5 inh	S100A4 MyoIIA	FN deposition inh	esBAF inh	CASP6 VEID inh	LGR2 inh	C2C12 statin
Cc1ccc(C)c(N2CCN(C(=O)CCc3nc(-c4ccccc4Cl)no3)CC2)c1	0	22	15	-8	8	10	-9
CCOc1ccc2nc(SCC(=O)N3CCN(C(=O)c4ccco4)CC3)sc2c1	/	/	/	4	/	9	1
CC[C@]12c3[nH]c4cc(CCC(=O)N(C)C)ccc4c3CCN1C(=O)[C@@H](CC(=O)NCc1ccco1)C[C@@H]2C(=O)N1CCN(C(=O)C2CC2)CC1	-4	0	2	-6	5	4	0
Nc1nc(SCC(=O)NCCCN2CCOCC2)nc2sc3c(c12)CCC3	1	1	/	-1	1	6	1
Cc1noc(C)c1NC(=O)Nc1ccc2c(c1)C(=O)N([C@H](C)CO)C[C@@H](C)[C@H](CN(C)Cc1ccc(C(=O)O)cc1)O2	-4	-3	/	-2	-2	0	22
Clc1ccc(C[n+]2csc3ccccc32)cc1	-3	-1	-8	/	3	-43	/
Cc1sc2nc(SCC(=O)NCc3cccs3)[nH]c(=O)c2c1C	/	/	5	-3	/	/	4
O=C(NCCO)/C(=C/c1cccc([N+](=O)[O-])c1)NC(=O)c1ccco1	-3	-4	0	/	-1	9	/
COc1ccc(CN(C)C[C@@H]2OCCCC[C@@H](C)Oc3ccc(NS(=O)(=O)c4ccccc4)cc3C(=O)N([C@@H](C)CO)C[C@H]2C)cc1	-4	-1	-8	-3	-1	9	/
C[C@@H]1CN([C@@H](C)CO)C(=O)Cc2cc(NC(=O)Nc3ccc(C(F)(F)F)cc3)ccc2O[C@@H]1CN(C)S(=O)(=O)c1cccs1	1	-2	/	-17	2	16	-219
NC(CSCc1cccc(Br)c1)C(=O)O (stereo not given)	-2	-7	-1	/	-5	-2	/
CSc1nc(N2CCOCC2)c2c(c1C#N)CCCCC2	/	/	/	3	/	2	-16
O=C(Cc1ccccc1)N[C@H]1C=C[C@H](CC(=O)N2CCCCC2)O[C@H]1CO	2	-2	1	-1	2	0	-1
Cc1nc(NS(=O)(=O)c2cccc([N+](=O)[O-])c2)sc1C(C)(C)C	0	-2	0	-9	-1	18	14
COc1cc(NC(=O)c2ccc([N+](=O)[O-])cc2)ccc1NC(=O)C(C)C	6	-2	-6	/	-1	2	/
CCc1ccc(NC(=O)c2cc(C)no2)cc1	-1	0	2	55*	2	-97	-1
CCOC(=O)N1CCN(C(=O)c2ccccc2N(C)S(C)(=O)=O)CC1	-2	-2	/	-6	-1	3	32
Cc1ccc(-c2ccc([C@H]3[C@@H](CO)N4C(=O)CN(C(=O)Nc5ccc(F)cc5)C[C@@H]34)cc2)cc1	3	-11	/	/	-3	12	/
CSCCC(NS(=O)(=O)c1ccc(Cl)cc1)C(=O)N1CCN(c2ccccc2)CC1 (stereo not given)	-14	-2	14	-5	1	4	2
CC(C)c1ccc(NC(=O)COc2ccc(C3SCCS3)cc2)cc1	1	-2	-5	3	2	-3	-10
Cc1nc(N2CCN(C(=O)c3ccco3)CC2)c2c3c(sc2n1)CC(C)CC3 (stereo not given)	1	-6	-6	/	3	-6	/
O=C(O)c1cc(S(=O)(=O)Nc2ccc(OCc3ccccc3)cc2)ccc1Br	2	-2	-2	1	1	-20	-8
NS(=O)(=O)c1ccc(N2N=C(c3ccccc3)CC2c2ccccc2Cl)cc1 (stereo not given)	2	0	-3	-3	2	-12	4
CCOc1ccc(NC(=O)CC(Cc2ccc(Cl)cc2)C(=O)O)cc1 (stereo not given)	1	-1	3	-4	-2	-3	5
COCCc1ccc(OC2(C)CCN(Cc3ccc(OC)c4ccccc34)C2)cc1 (stereo not given)	-7	-3	-1	-2	0	-6	19
O=C1NC[C@@H](CCCCN2CCN(CCC3CCCCC3)C(=O)C2=O)N(CC2CCCCC2)C1=O	0	-7	0	/	3	-24	/
CCO[C@@H]1OC(C(=O)O)=C[C@H](c2csc3ccccc23)[C@H]1CCCO	3&7	-1&1	-12	-4	-2&-1	-1	3
CCOC(=O)C1(C(=O)OCC)CC1c1ccccc1 (stereo not given)	/	/	/	-1	/	2	8
COCC(=O)N(C)C[C@@H]1Oc2ncc(C#Cc3ccccc3)cc2C(=O)N([C@H](C)CO)C[C@H]1C	1	-31	4	6	25	-4	0
C/C=C/c1ccc2c(c1)O[C@H](CN(C)Cc1cccnc1)[C@@H](C)CN([C@@H](C)CO)S2(=O)=O	1	6	/	6	0	11	-25
COc1cccc(S(=O)(=O)N2CC[C@@H]3[C@H](CO)Nc4ccc(Br)cc4[C@@H]32)c1	/	/	-6	1	/	7	17
O=C(N/N=C/c1c(F)c(F)c(F)c(F)c1F)c1cccc(S(=O)(=O)N2CCOCC2)c1	2	4	4	/	-1	9	/
Cc1cc(N/N=C/c2ccccc2)nc(N2CCOCC2)n1	-4	-1	-5	/	-2	-18	/
C[C@@H]1CCCCO[C@@H](CN(C)Cc2ccncc2)[C@@H](C)CN([C@H](C)CO)C(=O)c2cc(NC(=O)Nc3ccc(C(F)(F)F)cc3)ccc2O1	2	-10	/	0	2	-3	/
CC(=O)Nc1ccc(S(=O)(=O)Nc2cc(Cl)ccc2N2CCOCC2)cc1	0	-16	-3	6	5	-18	-8
CSCCC1NC(=O)N(CC(=O)Nc2ccc(-c3ccccc3)cc2)C1=O (stereo not given)	-1	-2	7	14	-3	-6	-15

Entries shown so far containing a CF3 group:
SMILES	SIRT5 inh	S100A4 MyoIIA	FN deposition inh	esBAF inh	CASP6 VEID inh	LGR2 inh	C2C12 statin
C[C@@H]1CN([C@@H](C)CO)C(=O)Cc2cc(NC(=O)Nc3ccc(C(F)(F)F)cc3)ccc2O[C@@H]1CN(C)S(=O)(=O)c1cccs1	1	-2	/	-17	2	16	-219
C[C@@H]1CCCCO[C@@H](CN(C)Cc2ccncc2)[C@@H](C)CN([C@H](C)CO)C(=O)c2cc(NC(=O)Nc3ccc(C(F)(F)F)cc3)ccc2O1	2	-10	/	0	2	-3	/

Next part.
SMILES	SIRT5 inh	S100A4 MyoIIA	FN deposition inh	esBAF inh	CASP6 VEID inh	LGR2 inh	C2C12 statin
O=C(CN(C1CCCCC1)S(=O)(=O)c1ccccc1)N1CCCC1	-2	-3	/	-3	-28	2	-4
CC(=O)c1sc(NS(=O)(=O)c2ccc(C)cc2)nc1-c1ccccc1	9	-4	-3	4	3	36	26
CC(C)CC#Cc1ccc2c(c1)O[C@@H](CN(C)C(=O)Nc1ccccc1F)[C@@H](C)CN([C@@H](C)CO)S2(=O)=O	19*	-25	-7	8	1	-2	46
O=C(Nc1cccc2c1C(=O)NC2=O)c1cccnc1Cl	-1	-3	-20	/	0	-1	/
CCOc1ccc(CCNC(=O)COC(=O)/C=C/c2ccc(C)o2)cc1OCC	1	-7	2	-5	-2	-3	11
O=C(CCc1ccccc1)Nc1ccccc1C(=O)N1CCOCC1	/	-4	9	2	-6	16	1
CCOc1ccccc1OCC(=O)NCCc1ccc(S(N)(=O)=O)cc1	-1	-5	-5	-3	-1	2	5
OCC(O)C1OC(c2ccco2)OC(CO)C1O (stereo not given)	/	1	/	4	4	-6	3
COc1ccc(S(=O)(=O)Nc2cc(Cl)ccc2OC)cc1	/	/	0	-14	/	10	-49
Cc1c(C(=O)N2CCCC2)oc2c1-c1nn(CC(=O)NCCCN3CCCCC3)cc1CC2	-3	2	-5	1	-59	20	-6
O=C(C[C@H]1CC[C@@H](NC(=O)C2CCOCC2)[C@@H](CO)O1)NCc1ccccc1Cl	2	13	-3	1	1	3	8
Cc1ccc(S(=O)(=O)c2nc(-c3ccc(F)cc3)oc2N2CCOCC2)cc1	-3	0	-1	-3	2	-7	1
Cc1ccc(Cl)cc1N1C(=O)CC(C)(C)CC1=O	8	-4	0	-4	1	4	5
CC(C)(C)c1ccc(C(=O)Nc2c3c(nn2C(C)(C)C)CS(=O)(=O)C3)cc1	2	0	2	-12	0	-5	4
Cc1ccc(C(c2sc3nc(C)nn3c2O)N2CCN(C(=O)c3ccco3)CC2)cc1 (stereo not given)	-2	-2	/	1	1	6	13
O=C(NCc1ccccc1)[C@@H]1[C@@H](CO)[C@@H]2Cn3c(cccc3=O)[C@H]1N2C(=O)Cc1ccccn1	1	10	-4	4	1	-9	-10
CCCCCC1NC(=O)NC1CCCCCC(=O)O (stereo not given)	/	/	0	-2	/	/	13
C[C@H](CO)N1C[C@H](C)[C@@H](CN(C)S(=O)(=O)c2ccc(F)cc2)Oc2ccc(NS(=O)(=O)c3ccc(F)cc3)cc2C1=O	2&-1	-54&-2	0	-1	2&1	30&-3	3
O=C(COc1ccc(N2C(=O)c3ccccc3C2=O)cc1)c1ccccc1	-2	8	0	/	-1	-23	/
CCN(C(=O)COC(=O)c1oc2ccccc2c1C)c1c(N)n(Cc2ccccc2)c(=O)[nH]c1=O	-1	3	1	-7	54*	-3	-2
O=C(Nc1ccc(Cl)cc1)Nn1cnc2ccccc2c1=O	-1	3	-2	23	1	13	-22
O=C1C(c2ccccc2)C(c2ccccc2)NC(c2ccccc2)C1c1ccccc1 (stereo not given)	/	/	2	-3	/	/	111*
C[C@H]1CN([C@@H](C)CO)C(=O)c2cccc(NC(=O)c3ccncc3)c2O[C@H]1CN(C)C(=O)Nc1cccc2ccccc12	0	-13	/	0	0	3	-5
O=c1[nH]c(C2C3CC4CC(C3)CC2C4)nc2ccccc12 (stereo not given)	/	-8	-7	/	1	8	/
CO[C@H]1CN(C)C(=O)c2ccc(NC(=O)C3CC3)cc2OC[C@H](C)N(CCc2ccccc2)C[C@H]1C	4	0	3	1	-1	-4	16
CN(CC(=O)Nc1ccccc1Br)C(=O)c1cc([N+](=O)[O-])ccc1N1CCOCC1	4	-2	0	-4	1	-25	10
Cc1ccc(OCC(=O)NNC(=O)[C@@H]2CCCC[C@@H]2C(=O)O)c(Br)c1	-3	0	-1	-6	-1	-9	8
CC1Cc2[nH]c(=S)[nH]c(=O)c2C(C(C)C)O1 (stereo not given)	0	-27	/	/	-1	0	/
COCCCN(C(=O)CCOc1ccccc1C)c1c(N)n(Cc2ccccc2)c(=O)[nH]c1=O	12	3	1	-1	2	15	2
CC(NC(=O)c1ccccc1F)C1CC1 (stereo not given)	4	-6	6	-1	-3	6	0
CCC1CCCCN1CCCNC(=O)c1cc2c(=O)[nH]c3ccccc3c2n1C (stereo not given)	-3	-1	-17	/	-14	9	/
CCOC(=O)C1(C)CCN1C(=O)COc1ccccc1 (stereo not given)	0	-3	2	-5	-1	5	45
COc1ccc2nc(NC(=O)C3CCN(C(=O)c4ccc(F)cc4)CC3)sc2c1	3	5	-8	/	3	-9	/
CCCNC(=O)N[C@H]1C=C[C@@H](CC(=O)NC2CCCCC2)O[C@@H]1CO	0	15	-7	-3	2	19	-6
Cc1ccc(Cl)cc1N1CCN(C(=O)CNC(=O)c2ccc(Br)o2)CC1	-3	-2	-5	2	-2	3	6
Cc1ccc(NC(=O)c2cccs2)cc1S(=O)(=O)N(C)C	3	-1	0	14	0	-1	-6

Three of the entries above in order of their number in LGR2 inh, largest number first:
mol | SIRT5 inh | S100A4 MyoIIA | esBAF inh | CASP6 VEID inh | LGR2 inh
CCC1CCCCN1CCCNC(=O)c1cc2c(=O)[nH]c3ccccc3c2n1C (stereo not given) | -3 | -1 | / | -14 | 9
CC(NC(=O)c1ccccc1F)C1CC1 (stereo not given) | 4 | -6 | -1 | -3 | 6
CO[C@H]1CN(C)C(=O)c2ccc(NC(=O)C3CC3)cc2OC[C@H](C)N(CCc2ccccc2)C[C@H]1C | 4 | 0 | 1 | -1 | -4

(list continues)
SMILES	SIRT5 inh	S100A4 MyoIIA	FN deposition inh	esBAF inh	CASP6 VEID inh	LGR2 inh	C2C12 statin
S=c1[nH]nc(Nc2cccc(Cl)c2)s1	-6	-3	1	/	-1	-3	/
Cc1cccc(C)c1NC(=O)C1(C)CCC(=O)N1CCc1c[nH]c2ccccc12 (stereo not given)	-5	-24	-5	-4	8	10	4
COc1cc(C(=O)Nc2nnc(C)s2)cc(OC)c1OC	8	5	-2	-1	-1	2	5
CCOc1cc(C=O)cc(Br)c1OCC(=O)NCCc1ccccc1	4	-24	-2	/	3	12	/
CCn1c(=O)cc(OCC(=O)NCCCN2CCCC2=O)c2ccccc21	-3	0	9	-1	-1	-14	-16
